# SRC3 inh = human NCOA3 inhibition; Q9Y6Q9; HEK293 GAL4-SRC3 luciferase reporter, luminescence; inhibition, % at 3.6 µM; 360,000 compounds, 0.17% hits;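 active = inhibition above a per-campaign cutoff, the mean of all compounds plus 3 SD, cut at about 60% in these data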;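 also: 0% = DMSO-treated cells and 100% = gossypol-treated cells at 36 µM; higher means less SRC3-driven luciferase light from the GAL4 reporter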
# SRC2 inh = inhibits human steroid receptor coactivator 2. 370,000 compounds, 0.17% hits. inhibition, % at 9 µM. Q15596. AID 651957. HEK293 GAL4-SRC2 luciferase reporter, luminescence;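 active = inhibition above the mean inhibition of all tested compounds plus 3 SD, set per campaign, cut at about 52% in these data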;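 also: 0% = DMSO treated cells and 100% = cells given Gossypol at 36 µM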
# TLR9-MyD88 block = TLR9-MyD88 interaction inhibition; AID 504734; inhibition, % at 4.98 µM; CHO BLA complementation TLR9-MyD88, CCF4 FRET ratio; 340,000 compounds, 0.21% hits; Q9NR96+Q99836;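 active = inhibition above the mean over all tested compounds plus 3 SD, cut at about 21% in these data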;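 also: 0% = DMSO only wells and 100% = clavulanate BLA inhibitor control wells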
# TRAIL sens C8 = caspase-8 TRAIL sensitization; NB7+C8 cells + TRAIL, ATPlite viability luminescence; inhibition (viability loss, TRAIL sensitization), % at 10 µM; 360,000 compounds, 1% hits;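 active = compounds causing at least 50% loss of cell viability in the single-dose screen, relative to plate controls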
# EBV LMP1 NFkB = inhibitors of Epstein-Barr LMP1-induced NF-kappaB reporter; 350,000 compounds, 0.69% hits; AID 504558; LMP1-induced NF-kappaB luciferase reporter cells, luminescence; inhibition, % at 12.5 µM; in the data active = inhibition above about 41%;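 also: 0% = neutral control wells and 100% = reference inhibitor control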
# LRH-1 inv ag = inverse agonists of human LRH-1 (NR5A2); 360,000 compounds, 0.13% hits; HEK293T StAR-luciferase reporter, LRH-1 transfected, 24 h; inhibition, % at 3.6 µM; O00482; AID 602396;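 active = inhibition above the mean inhibition of all tested compounds plus 3 SD, cut at about 73% in these data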;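 also: 0% = DMSO wells and 100% = reporter-only cells lacking LRH-1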
# Target sequence (O00482 whole entry, looked up): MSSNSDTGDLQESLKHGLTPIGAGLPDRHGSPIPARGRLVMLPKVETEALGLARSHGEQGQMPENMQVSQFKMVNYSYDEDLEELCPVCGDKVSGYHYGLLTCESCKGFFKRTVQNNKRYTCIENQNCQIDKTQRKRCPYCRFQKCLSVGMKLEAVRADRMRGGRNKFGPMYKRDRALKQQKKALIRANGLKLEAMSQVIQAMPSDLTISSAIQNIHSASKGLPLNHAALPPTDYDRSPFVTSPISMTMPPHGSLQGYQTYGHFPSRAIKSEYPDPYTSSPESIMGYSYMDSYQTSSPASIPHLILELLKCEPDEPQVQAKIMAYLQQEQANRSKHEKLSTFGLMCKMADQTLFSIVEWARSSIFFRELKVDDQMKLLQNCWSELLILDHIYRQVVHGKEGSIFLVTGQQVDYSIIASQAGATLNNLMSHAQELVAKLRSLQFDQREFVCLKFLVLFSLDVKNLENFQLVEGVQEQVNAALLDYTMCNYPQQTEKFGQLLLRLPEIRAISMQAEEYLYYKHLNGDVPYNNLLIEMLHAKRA
# NOD2-RIPK2 inh = NOD2-RIPK2 protein interaction inhibition. inhibition, % at 4.98 µM. CHO BLA complementation NOD2-RIPK2, CCF4 ratio. 360,000 compounds, 0.38% hits; in the data active = inhibition above about 21%;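 also: 0% = vehicle only and 100% = reference blocker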
# TROY signal inh = inhibitors of TROY-dependent NF-kB signaling; Q293 LMP1-TROYcd NF-kB luciferase reporter, 4 h; inhibition, % at 10 µM; 360,000 compounds, 0.98% hits;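 active = compounds whose plate-normalised and pattern-corrected inhibition of the luciferase reporter signal at the single screening dose is 50% or more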
# Vif inh = HIV Vif inhibition | 340,000 compounds, 0.35% hits | HEK293T cells, Vif self-association by quenched fluorescence, imaging, 24 h | inhibition, % at 7.49 µM; in the data active = inhibition above about 50%, passing the limit was not always enough; also: some results filed as inactive read as strong as hits
# SRC1 inh = inhibitors of human steroid receptor coactivator 1 (SRC1); Q15788; HEK293 GAL4-SRC1 luciferase reporter, luminescence; inhibition, % at 3.6 µM; 360,000 compounds, 0.12% hits; AID 588354;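 active = inhibition above the campaign mean plus 3 SD, with each screening campaign given its own cutoff, cut at about 60% in these data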;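 also: 0% = DMSO treated cells and 100% = gossypol at 36 µM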
# COUP-TFII inh = blocks human COUP-TFII nuclear receptor. P24468. 370,000 compounds, 0.7% hits. inhibition, % at 8.6 µM. AID 686940. HEK293T NGFI-A luciferase reporter, luminescence;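 active = inhibition above a per-plate cutoff, mean inhibition of test wells between control levels plus 3 SD, cut at about 38% in these data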;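 also: cells cotransfected with COUP-TFII expression vector driving the NGFI-A reporter; 0% = median of COUP-TF2 test wells and 100% = reporter-only cells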
# Target sequence (P24468 whole entry, looked up): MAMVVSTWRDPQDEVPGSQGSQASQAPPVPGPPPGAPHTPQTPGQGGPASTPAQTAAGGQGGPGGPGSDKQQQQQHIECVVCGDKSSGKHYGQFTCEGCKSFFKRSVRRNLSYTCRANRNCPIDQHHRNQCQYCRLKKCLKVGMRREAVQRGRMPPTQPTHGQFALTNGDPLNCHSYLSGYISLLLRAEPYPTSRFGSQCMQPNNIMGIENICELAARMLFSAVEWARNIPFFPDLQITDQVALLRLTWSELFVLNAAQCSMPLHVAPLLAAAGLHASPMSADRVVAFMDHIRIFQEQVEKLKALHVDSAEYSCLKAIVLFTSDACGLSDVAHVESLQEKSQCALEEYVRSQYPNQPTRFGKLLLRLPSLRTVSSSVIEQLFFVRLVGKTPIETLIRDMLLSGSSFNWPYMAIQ
# * hit, by the source's call; x = not tested or not shown; & = joins results of further samples.
SMILES,SRC3 inh,SRC2 inh,TLR9-MyD88 block,TRAIL sens C8,EBV LMP1 NFkB,LRH-1 inv ag,NOD2-RIPK2 inh,TROY signal inh,Vif inh,SRC1 inh,COUP-TFII inh
COc1ccc(NC(=S)N(CCc2ccc(OC)c(OC)c2)Cc2ccccn2)cc1,5,-24,-5,-15,3,-18,0,-8,2,-4,-16
COc1ccc(/C(N)=N/OC(=O)c2cccs2)cc1,-98,-27,2,17,-11,-167,-4,22,-8,-99,-16
O=C(NCCc1c[nH]c2ccccc12)OC1CC2CC1[C@H]1CCCCN1C2=O (stereo partly drawn),x,-2,x,-9,x,6,-10,-2,x,x,-17
O=C(c1nn(Cc2ccccc2)c(=O)c2ccccc12)N1CCN(c2ccccn2)CC1,2,20,-4,46,8,-11,-5,20,-10,-5,5
CN1CCN(c2ccccc2NC(=O)c2ccc([N+](=O)[O-])cc2Cl)CC1,12,-3,-4,-10,1,1,2,-3,4,-37,2
CCCCN1C(=O)C(C(=O)OCC)CC2=C1CCCC2=O (stereo not drawn),-18,12,-6,-12,1,4,1,-4,x,10,4
Cc1ccc(SCCC(=O)OCC(=O)Nc2ccc(S(N)(=O)=O)cc2)cc1,-8,-9,19,-3,2,-5,13,6,x,13,-17
CC(Nc1nc(N2CCOCC2)nc2ccccc12)c1ccccc1 (stereo not drawn),5,10,7,5,-13,-8,-6,-14,-6,1,-2
CC1Cc2ccccc2N1C(=O)CCN1C(=O)C2C3C=CC(C3)C2C1=O (stereo not drawn),-1,9,-6,-1,3,-3,-12,-19,1,0,1
O=P(O)(O)c1ccccc1OCc1ccccc1,-5,-30,-9,-7,2,-9,2,-5,-5,-7,5
CN(Cc1ccco1)C(=O)C1CCN(c2nnc(-n3cccc3)s2)CC1,5,-8,11,-39,x,-6,-3,5,3,3,-1
COc1ccccc1OCC(O)CN1CCN(CC(=O)Nc2c(C)cccc2C)CC1 (stereo not drawn),4&-10,-4&4,-12&6,9&-18,8&-1,-10&5,-7&-10,-20&-3,-1&4,3&-6,-9&11
CCOC(=O)c1cc2c(ccn2-c2ccc(F)cc2)n1CC(=O)N(CC)CC,16,-16,7,5,-3,-7,9,6,-4,-1,-1
CCN(CC(=O)NCCc1ccc(S(N)(=O)=O)cc1)Cc1nc2cc(OC)c(OC)cc2c(=O)[nH]1,8,-15,-26,-4,-2,9,-2,6,0,0,11
O=C(Cc1ccc([N+](=O)[O-])cc1)N1CCCc2ccccc21,-13,-13,2,-8,-2,5,0,-8,-5,-9,12
O=C(C[n+]1ccccc1)N/N=C/c1cccc(Cl)c1Cl,-6,13,-1,12,2,4,6,1,3,4,0
COc1ccc(CNC(=O)CCn2c(=O)[nH]c3ccccc3c2=O)cc1,12,13,-6,2,7,9,5,7,-3,-5,3
CC(O)CNc1nc2sc3c(c2c(=O)n1Cc1ccco1)CCCCC3 (stereo not drawn),-5,-40,-9,1,-11,-17,7,-17,0,-12,-16
COc1cc(NS(=O)(=O)c2ccc(NC(=O)c3cccnc3)cc2)ncn1,-4,-13,-11,9,-1,-19,-6,-16,-1,-8,-9
O=C1CSC(c2cn(-c3ccccc3)nc2-c2ccc3c(c2)OCCO3)N1CCN1CCOCC1 (stereo not drawn),-6,-11,-6,-23,8,2,-5,30,3,0,7
Cn1c(=O)n(C)c2cc([N+](=O)[O-])c(N3CCN(C(=O)c4ccc(Cl)cc4)CC3)cc21,1,-10,-3,-1,2,3,7,11,-1,-13,15
CC(=O)N(c1ccccc1)C1CCCC1,4,5,1,0,9,-14,2,20,-18,1,1
COCCCNC(=S)N/N=C/c1ccc(OC)cc1,-20,3,x,7,1,6,-4,-22,x,-10,-4
CCc1ncc(CN2CCCC(C(=O)Nc3ccc(-c4cscn4)cc3)C2)cn1 (stereo not drawn),7,5,3,-27,-3,14,4,-3,12,8,9
Cc1ccc(S(=O)(=O)c2ccccc2)cc1S(=O)(=O)N1CCOCC1,-5,15,8,4,8,20,8,-6,2,-6,11

# The final 2 compounds of the section before are carried over, then new ones follow.
SMILES,SRC3 inh,SRC2 inh,TLR9-MyD88 block,TRAIL sens C8,EBV LMP1 NFkB,LRH-1 inv ag,NOD2-RIPK2 inh,TROY signal inh,Vif inh,SRC1 inh,COUP-TFII inh
CCc1ncc(CN2CCCC(C(=O)Nc3ccc(-c4cscn4)cc3)C2)cn1 (stereo not drawn),7,5,3,-27,-3,14,4,-3,12,8,9
Cc1ccc(S(=O)(=O)c2ccccc2)cc1S(=O)(=O)N1CCOCC1,-5,15,8,4,8,20,8,-6,2,-6,11
COc1cc(-n2c(C)nc3cc(C(=O)N4CCOCC4)ccc32)cc(OC)c1OC,7,9,-5,-5,-2,13,-22,0,8,9,-7
O=C(CSc1nncn1-c1ccccc1)N1CCCC1,-8,-2,5,-15,7,16,-8,-18,0,-30,19
CCN1CCN(CCCNC(=O)Cn2cc3c(n2)CCCC3)CC1,2,-3,6,-3,7,4,1,0,-3,-16,-15
CC(c1nnc(Sc2nnnn2-c2ccccc2)n1-c1ccc(F)cc1)N(C)C (stereo not drawn),6,0,-17,1,7,16,-4,4,-7,1,7
Cc1ccccc1NC(=O)c1cnc2ccccn2c1=O,-76,-43,-4,68*,29,-148,3,34,x,-81,-39
COCCNC(=O)C(c1ccc(F)cc1)N(C(=O)CCC(=O)Nc1ccccn1)c1cccc(C)c1 (stereo not drawn),12,-41,-18,10,3,2,0,-1,-9,8,-8
CCOC(=O)C(C(=O)OCC)C(C)C#CCN1CCCCC1 (stereo not drawn),-28,-4,1,5,3,2,-3,6,6,3,10
O=C(NC1CCCCC1)c1ccc(-n2cnnn2)cc1,5,-1,-2,16,-7,7,-6,5,-16,-8,-7
CCOc1cc(NS(=O)(=O)c2ccc(Cl)cc2)c(OCC)cc1NC(=O)CC(C)C,13,9,2,3,13,4,-5,9,-10,10,4
CCCn1nnnc1SCC(=O)N1CCCC1,-4,-10,6,-8,-7,6,8,0,4,-2,-4
COc1cc2ccccc2cc1C(=O)NC(=S)Nc1cccc(C(=O)O)c1,-18,-15,x,-30,-12,-42,-11,-55,1,-30,-6
CC(C)C(NC(=O)Nc1ccccc1)C(=O)Nc1cccc(S(=O)(=O)N(C)C)c1 (stereo not drawn),-7,-18,5,4,-15,-12,-8,-16,0,-16,-1
CCn1ccc(C(=O)Nc2ccsc2C(=O)OC)n1,15,-28,-8,-1,-3,-7,6,-9,-3,3,-5
CCCCn1c(N)c(N(CCOC)C(=O)C2CCN(S(=O)(=O)c3ccc(Cl)cc3)CC2)c(=O)[nH]c1=O,5,-10,-10,-7,2,14,11,-17,3,6,-11
N#Cc1c(C(F)(F)F)cc(-c2ccccc2)nc1SCCN1CCOCC1,13,-23,12,8,-27,10,-1,-4,-1,-4,7
COc1ccc(S(N)(=O)=O)cc1C(N)=O,4,7,-7,-7,-1,4,1,5,2,1,9
O=C(OC(C(=O)NC1CCCCC1)c1ccccn1)c1cccs1 (stereo not drawn),9,14,-2,32,-5,10,-3,-19,x,0,8
O=C(CSC(=S)N1CCOCC1)Nc1nccs1,9,-51,-3,7,-8,14,-8,-8,-5,2,1
COC(=O)c1ccc(Cl)cc1N(Cc1c(F)cccc1Cl)S(C)(=O)=O,10,23,-1,-4,-3,-6,-5,-10,-6,1,4
NS(=O)(=O)c1cccc(NS(=O)(=O)c2cccc(C(F)(F)F)c2)c1,10,2,-1,7,6,10,-11,1,-1,-3,43*
CCOC(=O)c1c(CN2CCN(C)CC2)oc2ccc(OC)cc12,13,-13,0,4,-4,6,-10,11,-13,1,-9
CCN1C(=O)C(NC(C)=O)c2cc(OC)ccc21 (stereo not drawn),1,-33,2,-5,1,22,-5,2,1,7,-1
O=C(CSc1ccccc1)Nc1ccc2c(c1)OCO2,-77,-67,-8,10,-18,-82,-10,-13,9,-87,-38
CNC(=O)c1c(NC(=O)C2=COCCO2)sc2c1CCC(C)C2 (stereo not drawn),-14,-40,-2,-1,-8,-7,-6,-39,-6,-48,2
COc1ccc(NC(=O)C2CC(c3ccccc3Cl)=NO2)cc1 (stereo not drawn),-31,-33,-15,-17,-2,-24,9,-42,-1,-25,4

# Later entries.
SMILES,SRC3 inh,SRC2 inh,TLR9-MyD88 block,TRAIL sens C8,EBV LMP1 NFkB,LRH-1 inv ag,NOD2-RIPK2 inh,TROY signal inh,Vif inh,SRC1 inh,COUP-TFII inh
CCc1nnc(NC(=O)c2cccc(S(=O)(=O)N(C)c3ccccc3)c2)s1,9,-3,2,-9,-1,-12,-13,9,-4,-2,1
Cc1noc(C)c1NC(=O)N(C)C[C@@H]1Oc2c(NC(=O)c3ccncc3)cccc2C(=O)N([C@H](C)CO)C[C@@H]1C,12,-11,-4,2,-5,18,-4,-12,-4,17,-9
CN(Cc1cccs1)C(=O)c1cccc(S(=O)(=O)N2CCCCCC2)c1,0,19,-4,22,-1,-6,-3,-11,16,-4,-20
CCOc1cc(C=O)ccc1OCC(N)=O,1,-13,-1,0,0,4,-7,-12,-1,-14,21
Cn1c(C(C#N)C(=O)c2ccco2)nc2ccccc21 (stereo not drawn),-27,-19,-12,9,-7,-57,-8,-7,8,-48,-9
COc1cc(NC(=O)CSc2ccc(-c3ccco3)nn2)cc(OC)c1,-18,-15,-3,12,8,24,-12,-17,-7,5,-1
Cc1ccccc1OCC(=O)NC1CCCCCCC1,-16,-14,-1,7,-17,-26,4,-47,-11,-37,-16
CC1(C)CC(NC(=O)c2ccc(-c3ccc([N+](=O)[O-])cc3)o2)CC(C)(C)N1,10,-22,-2,-1,-3,14,-11,-36,-1,-13,16
CCc1nnc(NC(=O)CSC(=S)N2CCOCC2)s1,0,3,-5,-4,1,-21,3,4,4,14,16
CN[C@H]1CCc2cc(OC)c(OC)c(OC)c2-c2ccc(OC)c(=O)cc21,33,-5,-1,16,-12,49,-2,23,-2,-12,-94
COc1cccc(NCc2cc3c(C(C)(C)C)nn(-c4ccccc4)c3[nH]c2=O)c1,-9,-2,9,-7,-10,12,-12,3,0,-1,18
Cc1cc(C)nc(N2CCC(C(=O)NCc3cccc(C(F)(F)F)c3)CC2)n1,-1,-8,8,5,1,-3,-7,-7,-2,-2,1
Cc1ccc(C(=O)NC(=S)NNC(=O)COc2ccc([N+](=O)[O-])cc2)cc1,-25,-17,3,-3,-4,4,-3,-2,11,-9,-25
CC(=O)NC(c1ccccc1)c1nc(-c2cc(F)cc(F)c2)cs1 (stereo not drawn),-1,-22,x,3,x,17,-1,-4,-5,16,-31
COc1ccc(OC)c2sc(N3CCc4ccccc4C3)nc12,3,-5,2,17,5,-15,-6,-24,22,4,-18
Cc1cccc(OCC(=O)NCCN2CCOCC2)c1,2,-25,-4,19,-4,-5,-7,7,-7,-16,-5
CC(C)[C@H](NC(=O)c1ccccc1)C(=O)NC1=NCCS1,7,0,-4,-8,-6,-1,-5,-16,11,6,15
COc1cc(SC)ccc1C(=O)OCc1nc2ccsc2c(=O)[nH]1,-38,-64,0,15,1,-33,-7,-47,0,-37,-25
C[C@H](CO)N1C[C@H](C)[C@@H](CN(C)S(=O)(=O)c2cccs2)Oc2ccc(NC(=O)c3ccncc3)cc2C1=O,-2,-25,-3,9,-1,-9,-12,-7,-8,-7,-4

# Source: PubChem

# These rows are one share of the data, so the mix of outcomes need not match the whole.
